High-throughput results from PubChem BioAssay.
TDP1 cell noCPT – qHTS for Inhibitors of human tyrosyl-DNA phosphodiesterase 1 (TDP1): qHTS in cells in absence of CPT | DT40 Tdp1-/- hTDP1 cells, no CPT, ATP luminescence, 48 h | Potency, µM (series often up to 46.2 µM), inactives show at the top dose activity change, negative = growth inhibition, usual class: inhibitors | 15% of 420,000 active; also: nearly all actives have a fitted effect of over 55% in size
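Growth kinetics read by CellTiter-Glo luminescence after ≥48 hr at 37 °C. Cells: DT40 Tdp1-/- stably carrying human TDP1, 400 per well, compound exposure in the absence of CPT (DMSO vehicle).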
TDP1 block – blocks human tyrosyl-DNA phosphodiesterase 1; Potency, µM (top dose mostly 130 µM), for the others: top-dose activity change, negative = inhibition, most hits filed as inhibitors; Q9NUW8; recombinant TDP1, AlphaScreen DNA substrate cleavage; 0.28% of 350,000 active; also: nearly all actives have a fitted effect of over 40% in size
Target sequence (Q9NUW8 whole entry, looked up): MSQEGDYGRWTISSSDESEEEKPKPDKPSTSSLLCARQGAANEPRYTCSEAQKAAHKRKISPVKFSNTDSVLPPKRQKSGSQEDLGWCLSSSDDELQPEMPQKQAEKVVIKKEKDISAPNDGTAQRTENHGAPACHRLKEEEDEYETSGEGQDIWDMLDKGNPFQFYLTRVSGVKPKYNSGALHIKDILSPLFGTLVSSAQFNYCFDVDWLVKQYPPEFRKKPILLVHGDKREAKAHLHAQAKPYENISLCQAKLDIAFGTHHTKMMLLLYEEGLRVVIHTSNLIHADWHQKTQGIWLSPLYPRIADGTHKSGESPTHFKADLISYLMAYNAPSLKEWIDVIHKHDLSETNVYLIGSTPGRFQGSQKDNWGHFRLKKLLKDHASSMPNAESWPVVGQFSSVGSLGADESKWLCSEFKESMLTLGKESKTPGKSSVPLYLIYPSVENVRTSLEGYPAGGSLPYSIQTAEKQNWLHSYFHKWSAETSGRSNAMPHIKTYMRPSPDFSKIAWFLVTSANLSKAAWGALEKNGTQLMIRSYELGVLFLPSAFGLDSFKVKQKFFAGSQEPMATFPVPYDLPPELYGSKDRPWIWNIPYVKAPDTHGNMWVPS
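Here, a 5' biotin and 3' phosphotyrosine-FITC DNA oligonucleotide reports Tdp1 activity: intact substrate bridges AlphaScreen beads, while cleavage leaves a 3' phosphate and drops signal. All incubations at room temperature.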
TDP1 cell CPT – growth inhibition of DT40 Tdp1-/-;hTDP1 cells with camptothecin (screen for TDP1 inhibitors); 12% of 420,000 active; AID 686979; chicken DT40 Tdp1-/-;hTDP1 cells + 20 nM CPT, ATP luminescence, 48 h; Potency, µM (top dose mostly 46.2 µM), for inactives: top-dose activity change, negative = growth inhibition, actives largely listed as inhibitors; also: nearly all actives have a fitted effect of over 55% in size
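Chicken DT40 Tdp1-/- cells complemented with human TDP1, 400 cells/well, exposed to compounds plus 20 nM camptothecin for at least 48 h at 37 C; viability read as ATP content by CellTiter-Glo luminescence.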
* = called active by the depositor; ? = inconclusive; nt = not tested or not shown; ! = not confirmed by another sample; [ ] = remark or other dose. Calls follow the shape of the dose curve; as a rule, active = well fitted curve in the direction sought with a large enough effect; inconclusive = small, poorly fitted or top-dose-only effect, or another doubt; inactive = no such curve, though single readings can be large; an effect the other way counts as inactive or inconclusive. % is scaled to controls: 0 for no effect and ±100 for the full control effect; potency is read from the fitted curve at half-maximal effect.

Under each structure – TDP1 cell noCPT	TDP1 block	TDP1 cell CPT
- CC(=O)Nc1cc(-c2ccccc2)cn2c(-c3cccc(C(C)=O)c3)cnc12
  10µM*	nt	15µM*
- COc1cccc(OC)c1C(=O)Nc1ccc(C(=O)c2ccncc2)cc1
  ?	5%	13µM*
- Cc1ccccc1C(=O)NCC(=O)NC1CC1
  -11%	0%	-22%
- O=C(c1cccs1)N1CCCC(c2nc3c(nnn3Cc3ccccc3)c(=O)[nH]2)C1 (stereo not given)
  11%	3%	?
- Cc1ccc(NC(=O)CSc2nccn2C2CCCC2)cc1Cl
  ?	12%	?
- O=C(CSc1nc2c([nH]c3ccccc32)c(=O)n1-c1ccc(F)cc1)NC1CCCCC1
  ?	2%	15µM*
- COc1ccc(CN2C(=O)c3ccccc3C(/C=N\OCc3ccc(C)cc3)C2=O)cc1 (stereo not given)
  21µM*	3%	21µM*
- Cc1ccc(N(Cc2cc3ccc(C)cc3[nH]c2=O)C(=O)c2ccco2)cc1
  -17%	nt	?
- COc1ccc(N2CCN(S(=O)(=O)c3ccc4c(c3)CC(C)N4C(=O)C3CC3)CC2)cc1 (stereo not given)
  -1%	1%	-3%
- O=C(NCC(=O)N1CC=C(c2ccccc2)CC1)c1ccco1
  12%	2%	14%
- Cc1cccc(NC(=O)[C@H](C)NC(=O)[C@@H]2Cc3ccccc3CN2C(=O)OC(C)(C)C)c1
  -25%	3%	-14%
- CC(C)NC(=O)CSc1nc2ccccc2n1CC(=O)N(C(C)C)C(C)C
  17%	5%	?
- COc1cc(/C=N/n2cnnc2)ccc1OC(=O)c1cccnc1
  ?	7%	?
- COc1ccccc1N1CCN(c2ncnc3n[nH]c(Br)c23)CC1
  ?	nt	?
- CCOC(=O)CNC(=O)CSc1nc2nc(C)c(Br)cc2[nH]1
  -24%	4%	-13%
- c1cc2c(cc1-c1[nH]ncc1CN1C[C@H]3CC[C@H]1C3)OCO2
  -18%	-3%	4%
- Cn1c(N)c(C(=O)COC(=O)/C=C/c2cccc(F)c2)c(=O)n(C)c1=O
  -25%	0%	-23%
- COc1ccccc1CNc1ncnc2cc(Cl)ccc12
  ?	0%	?
- CCOc1ccc(CCNC(=O)c2ccc3c(=O)[nH]c4c(C(=O)NC(C)C)sc(=S)n4c3c2)cc1
  13µM*	-13%	23µM*
- O=C(c1ccccc1O)N1N=C(c2ccccc2)CC1(O)C(F)(F)F (stereo not given)
  2%	5%	-21%
- O=C(NC1CCCCCCC1)C1=COCCO1
  -2%	6%	-14%
- CCCC(=O)Nc1cc(OC)c(NC(=S)Nc2ccc(CC)cc2)cc1OC
  16µM*	nt	1%
- C[C@]12C=C[C@H](O)CC1=CCC1C2CC[C@@]2(C)C1CCC21OCCO1 (stereo not given in full)
  ?	-5%	?
- C[C@H](NC(=O)CC[C@H]1O[C@@H](n2ccc(=O)[nH]c2=O)[C@H](O)[C@@H]1O)C(=O)O
  6%	nt	-4%
- CNC(=O)/C(=C\c1ccc([N+](=O)[O-])cc1)NC(C)=O
  1%	5%	-1%
- Cc1ccc2c(c1)N(CCC(=O)NCCN1CCOCC1)C(=O)CO2
  3%	-1%	-1%
- CCOC(=O)/C=C1\CC(C(=O)OCC)Oc2ccccc21 (stereo not given)
  3%	0%[56.1 µM]	5%
- CNc1nc(-c2ccccc2OC)nc2ccccc12
  7.3µM*	nt	?
- Cc1ccccc1NS(=O)(=O)c1ccc(C(=O)N2CCN(c3ccccn3)CC2)cc1
  15µM*	1%	?
- Cc1cc2c(ncn2C)c(NS(=O)(=O)c2ccc(Cl)cc2)c1C
  -10%	-1%	-1%

Only TDP1 cell noCPT, for some of the entries so far:
canonical_smiles,TDP1 cell noCPT
Cc1ccccc1NS(=O)(=O)c1ccc(C(=O)N2CCN(c3ccccn3)CC2)cc1,15µM*
O=C(c1ccccc1O)N1N=C(c2ccccc2)CC1(O)C(F)(F)F (stereo not given),2%
Cc1ccc2c(c1)N(CCC(=O)NCCN1CCOCC1)C(=O)CO2,3%
Cc1ccc(N(Cc2cc3ccc(C)cc3[nH]c2=O)C(=O)c2ccco2)cc1,-17%
CNc1nc(-c2ccccc2OC)nc2ccccc12,7.3µM*

Next results follow.
Under each structure – TDP1 cell noCPT	TDP1 block	TDP1 cell CPT
- CCOC(=O)c1sc(NC(=O)C(CC)Sc2nc3ccccc3[nH]2)nc1C (stereo not given)
  ?	nt	-14%
- Fc1ccc(-c2nnn(Cc3ccccc3Cl)n2)cc1
  -18%	nt	4%
- Cc1ccc(C(=O)O)cc1-c1ccc(C=C2C(=O)c3ccccc3C2=O)o1
  -2%	-2%	9%
- CN(C)CCCN(C(=O)COc1ccccc1)c1nc2ccc(F)cc2s1
  -29%	2%	-10%
- NNC(=O)C1CC1c1ccccc1 (stereo not given)
  -7%	3%	8%
- COC(=O)CSc1c(-c2ccccc2)c2cc(Cl)ccc2[nH]c1=O
  -22%	9%	5%
- Cc1cn2c(=O)cc(COc3ccc(Cl)cc3)nc2s1
  0%	9%	-5%
- COCCCNc1nc2c(c(=O)[nH]c(=O)n2C)n1CCCc1ccccc1
  -13%	5%	10%
- O=C(O)c1ccccc1-c1ccccc1C(=O)Nc1cccc(-c2nc3ccccc3o2)c1
  -33%	-6%	-16%
- O=C1CN(C(=O)c2ccc(S(=O)(=O)N3CCCCC3)cc2)C(c2ccc(F)cc2)c2cc(Cl)ccc2N1 (stereo not given)
  ?	6%	?
- CCc1ccc(OCCCCCn2ccnc2)cc1
  18µM*	nt	?
- CN(CCC1CCCCO1)C(=O)CCc1nnc(CCc2ccccc2)o1 (stereo not given)
  3%	0%	-8%
- O=C(CSC1c2ccccc2C(=O)N1c1ccccc1)N1CCOCC1 (stereo not given)
  -30%	0%	-26%
- Cc1ccccc1OCc1nnc(SCC(=O)Nc2ccc3nc(SCC(=O)Nc4ccccc4)sc3c2)n1C
  15µM*	8%	?
- Cc1cc(C(=O)N/N=C/c2ccc(-c3cccc([N+](=O)[O-])c3)o2)n[nH]1
  3%	-1%	-10%
- COc1ccc(N2C(=O)C(F)(F)C2c2cccc(F)c2)cc1 (stereo not given)
  -13%	-3%	-8%
- COc1ccc2oc3cc(C)[n+]([O-])c(-c4ccc(C)cc4)c3c2c1
  0.21µM*	0%	?
- CCC(C)NC(=O)CS(=O)Cc1nc(-c2ccccc2C)oc1C (stereo not given)
  ?	2%	?
- CC1(C)CC(=O)c2cc(-c3nc(-c4ccc(Cl)cc4)cs3)c(=O)n(-c3cccc(F)c3)c2C1
  ?	-1%	?
- CCn1cc(C(=O)OCC(=O)Nc2cccc(C)c2)c(=O)c2ccc(C)nc21
  -1%	-8%	-10%
- CCCCN(C)C(=O)CCC(=O)Nc1ccc2nc(N3CCOCC3)cc(C)c2c1
  ?	3%	-24%
- O=C(COc1ccccc1O)c1cccs1
  -2%	0%	-7%
- CC(C)[C@H](NC(=O)NCc1cccs1)C(=O)O
  -2%	5%	-1%
- COc1ccc(CCC(=O)N2CCN(c3ccc(OC)cc3)CC2)cc1
  -24%	5%	?
- COc1ccc(NC(=O)CCNC(=O)N2CC(=O)Nc3ccccc32)cc1OC
  8%	nt	-3%
- Cc1nn(-c2ccc(N3CCCCC3)nn2)c(C)c1CCC(=O)NCc1ccc(Cl)cc1
  26µM*	8%	?
- CC1=C(C(=O)N(C)C)CC(CC(=O)NCC2CCCCC2)C(=O)N1Cc1ccc(F)cc1 (stereo not given)
  ?	nt	?
- Cc1ccccc1NC(=O)c1ccc2nccnc2c1
  -28%	4%[0.0935 µM]	-28%
- CC(=O)N1CCc2cc(S(=O)(=O)NC(CC(C)C)C(=O)N3CCCC3)ccc21 (stereo not given)
  14%	0%	-3%
- Cc1cccc2cc(C#N)c(NCCNC(=O)NC3CCCCC3)nc12
  -3%	2%	-18%

As entered above.
In TDP1 block, CCC(C)NC(=O)CS(=O)Cc1nc(-c2ccccc2C)oc1C (stereo not given) is listed with 2%
In TDP1 cell CPT, O=C(NC1CCCCCCC1)C1=COCCO1 is listed with -14%

New compounds follow
Under each structure – TDP1 cell noCPT	TDP1 block	TDP1 cell CPT
- COc1ccccc1N(CC(O)CN1C(C)CCCC1C)S(=O)(=O)c1ccccc1 (stereo not given)
  -18%	10%	3%
- COc1ccc(-n2nnnc2SCC(=O)Nc2nnc(C)s2)cc1
  5.6µM*	2%	6.3µM*
- CN(C)S(=O)(=O)N(CC(=O)N1CCOCC1)c1ccccc1
  -1%	3%	-14%
- Cc1ccc(S(=O)(=O)N2CCN(C(=O)C3CCCC3)CC2)cc1C
  ?	nt	?
- CCN(CC)C(=O)CSc1nc2ccccc2c(=O)n1CCC(=O)N1CCN(c2ccccc2)CC1
  ?	4%	16µM*
- COc1ccc(NS(=O)(=O)c2cc(NC(=O)c3ccco3)ccc2N2CCCC2)cc1
  -5%	8%	7%
- COC(=O)c1ccccc1NC(=O)c1ncoc1-c1ccco1
  ?	6%	13µM*
- CCN(CC)S(=O)(=O)c1cccc(C(=O)OCC(=O)N2CC(=O)Nc3ccccc32)c1
  -6%	2%	-3%
- CC(=O)Nc1ccc(S(=O)(=O)NCCC(=O)N2CCC(Cc3ccccc3)CC2)cc1
  ?	2%	?
- COc1cccc(C2=CC(c3ccc(OC)c(OC)c3OC)n3nnnc3N2)c1 (stereo not given)
  -22%	-5%	-22%
- Cc1cccc(CN2CCC(CNC(=O)CCNC(=O)Cn3ccc4ccccc4c3=O)CC2)c1
  -11%	3%	-8%
- S=c1[nH]nc(COc2ccc(Cl)cc2)n1-c1ccccc1
  ?	nt	-27%
- CCOC(=O)c1ccccc1NC(=O)N1CCC(N2CCN(Cc3ccccc3)C(=O)C2=O)CC1
  -28%	-2%	-10%
- O=C(C1=C(O)C(=O)N(Cc2ccco2)C1c1cccc(O)c1)c1ccco1 (stereo not given)
  -22%	3%	19%
- Cc1ccc2nc(Cl)c(C3CC(c4cccs4)=NN3C(=O)CCCC(=O)O)cc2c1 (stereo not given)
  8.2µM*	3%	-19%
- CC(=O)c1ccc(N/N=C(/C(N)=O)C2=NC(C)(C)Cc3ccccc32)cc1
  9.2µM*	8%	12µM*
- Cc1ccc(C(=O)COC(=O)CNS(=O)(=O)c2ccc(C)cc2)cc1
  -1%	4%[56.1 µM]	2%
- O=C(/C=C/c1cc(Br)ccc1O)c1ccco1
  2.6µM*	nt	6.5µM*
- COc1cccc(C(=O)NCCCNC(=O)c2ccccn2)c1
  2%	9%	3%
- COC(=O)[C@@H](CC(C)C)N(Cc1ccccc1)S(=O)(=O)N(Cc1ccccc1)[C@@H](CC(C)C)C(=O)OC
  11µM*!	0%	21µM*
- COc1cccc(NC(=O)CSCc2n[nH]c(=O)[nH]2)c1
  -2%	1%	-10%
- O=C1NC[C@H](CCCCN2C[C@H](Cc3ccc(O)cc3)N(CC3CCCCC3)C(=O)C2=O)N(CCC2CCCCC2)C1=O
  -1%	nt	0%
- COc1ccc(NC(=O)Nc2cccc(Cl)c2Cl)c(OC)n1
  -21%	8%	-4%
- CCOC(=O)C1CCN(Cc2cc(=O)oc3cc(C)ccc23)CC1
  0%	nt	-3%
- COc1cc(OC)cc(-c2cc3cc4c(cc3cn2)OCO4)c1
  0.52µM*	-1%	0.65µM*
- c1coc(-c2nc(N=C3N=c4ccccc4=N3)[nH]c2-c2ccco2)c1
  ?	nt	-27%
- CCN(C(=O)c1cc(S(=O)(=O)N2CCOCC2)cn1C)c1cccc(C)c1
  11%	nt	6%
- C=CCn1c(SCC(=O)c2ccc(OC)cc2)nnc1-c1cc2cccc(OC)c2o1
  ?	5%	-9%
- COc1ccccc1N1CCN(S(=O)(=O)c2ccc(-c3coc(C)n3)cc2)CC1
  -15%	0%	1%
- CCOc1ccccc1NC(=O)N1CCN(S(=O)(=O)c2ccc3c(ccn3C)c2)CC1
  -27%	9%	-16%

Profiles, quoted from the list. Screens in order: TDP1 cell noCPT | TDP1 block | TDP1 cell CPT
Shown for `COC(=O)c1ccccc1NC(=O)c1ncoc1-c1ccco1` : ? | 6% | 13µM*
Shown for `CCN(C(=O)c1cc(S(=O)(=O)N2CCOCC2)cn1C)c1cccc(C)c1` : 11% | nt | 6%

Remaining list, next part:
Under each structure – TDP1 cell noCPT	TDP1 block	TDP1 cell CPT
- CCCc1cc(=O)[nH]c(SCC(N)=O)n1
  -20%	0%	-5%
- CCc1ccc(NC(=O)C2C3C=CC(C4CC34)C2C(=O)O)cc1 (stereo not given)
  ?	-8%	?
- Cc1cc(C)cc(-n2c(SCC(=O)Nc3nnc(C)s3)nc3c([nH]c4ccccc43)c2=O)c1
  ?	8%	?
- Cc1c(C(=O)NCCSCc2ccco2)cccc1[N+](=O)[O-]
  -8%	5%	-13%
- O=C(NCC1COc2ccccc2O1)c1cc(S(=O)(=O)N2CCOCC2)ccc1F (stereo not given)
  -26%	-8%	-19%
- COc1ccc2c(n1)Sc1nc3ccccc3nc1N2
  ?	3%	?
